# Screens from PubChem BioAssay.
# ERK EGF inh – EGF-driven ERK pathway inhibition; HEK293-V1b, EGF-stimulated phospho-ERK AlphaScreen; Potency, µM (doses to about 11.5 µM), without a hit: top-dose activity change, negative = inhibition, usual class: inhibitors; hit rate 0.41% among 130,000; active = well fitted inhibition curve with a large enough effect; inconclusive = small, poorly fitted or top-dose-only effect, or effect the other way;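 note: plate controls were stimulated vehicle wells for no effect and unstimulated vehicle basal for full effect; nearly all actives have a fitted effect of over 55% in size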
#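 Homogeneous cell-based phospho-ERK assay: HEK293/V1b cells in 1% FBS, compound 30 min then EGF 5 min, AlphaScreen luminescence. Activity normalized between DMSO and 25 nM EGF controls; AC50 from Hill modelling.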
# Numbers without * were called inactive; ? = inconclusive; [ ] = another dose, or the depositor's remark. Potency is the fitted concentration of half-maximal effect. This is a subset; count on the stated rates, not on these rows.
SMILES,ERK EGF inh
CCN(CC(=O)Nc1ccc(S(=O)(=O)N2CCCC2)cc1)CC(=O)Nc1cccc(OC)c1,4%[57.5 µM]
O=C(O)c1cc2c(N3CCC(Cc4ccccc4)CC3)ncnc2s1,4%
O=C(O)c1cc([N+](=O)[O-])ccc1NCc1ccccc1,-4%
O=C1NN=C(c2ccccc2)CC1c1ccc(Cl)cc1Cl (configuration not stated),-4%
O=C(O)CCCNC(=O)/C(=C\c1ccccc1F)NC(=O)c1ccccc1,29%
Cc1c(C(=O)c2ccc(F)cc2)c2ccccn2c1CCc1ccccn1,3%
CN1CCN(NC(=O)COc2cccc(C(F)(F)F)c2)CC1,10%
CNC(=O)c1c(C)[nH]c(=S)c(C#N)c1-c1ccco1,6%[57.5 µM]
COc1ccc(CNC(=O)CN(C)S(=O)(=O)c2ccccc2)cc1,-3%
CNC(=S)Nc1ccc([N+](=O)[O-])cc1C,-4%
S=C1NCN(Cc2cccnc2)CN1,0%[57.5 µM]
Cc1ccc(C(=O)Nc2ccc(C(=O)O)cc2)cc1S(=O)(=O)NCc1ccccc1,0%
CCOC(=O)c1cc(-c2ccc(C)cc2)n(CCC(=O)N2CCN(c3ccccn3)CC2)c1C,3%
COc1ccccc1OCCC(=O)OCC(=O)NC(C)c1ccccc1 (configuration not stated),1%
Cc1ccccc1Nc1nc(N)c2ccccc2n1,-14%
CCOc1ccc(C(=O)Nc2ccccc2OC(F)F)cc1,-3%
O=C(NCCNc1ccc([N+](=O)[O-])cc1C(F)(F)F)c1ccc(F)cc1,5%
COc1cccc(Nc2ncc3nc(-c4cc(F)cc(F)c4)c(=O)n(C4CC4)c3n2)c1,16%
CCC(C)NCCCOc1c(C)cc(C)cc1Br (configuration not stated),-10%
CCCCNC(=O)NNC(=O)COc1cc(C)cc(C)c1,5%
COC(=O)C1=CN(c2ccc(OC)cc2)C=C(C(=O)OC)C1c1ccc(C)c([N+](=O)[O-])c1,4%
Cc1cc2c(cc1S(=O)(=O)N1CCc3ccccc31)NC(=O)CO2,-10%
Cc1cccc(NC(=S)NNC(=S)NC2CCCCC2)c1C,3%
COc1ccc(C(=O)CC2OC(=O)c3c2ccc(OC)c3OC)cc1 (configuration not stated),-8%[57.5 µM]
O=C(c1ccco1)N1N=C2CCCCCC2C1(O)C(F)(F)F (configuration not stated),-5%

# Shown field by field: part of the list above.
Cc1ccccc1Nc1nc(N)c2ccccc2n1
  ERK EGF inh: -14%

O=C(NCCNc1ccc([N+](=O)[O-])cc1C(F)(F)F)c1ccc(F)cc1
  ERK EGF inh: 5%

COc1ccc(C(=O)CC2OC(=O)c3c2ccc(OC)c3OC)cc1 (configuration not stated)
  ERK EGF inh: -8%[57.5 µM]

Cc1c(C(=O)c2ccc(F)cc2)c2ccccn2c1CCc1ccccn1
  ERK EGF inh: 3%

# The listing picks up with the 4 entries that preceded the break.
SMILES,ERK EGF inh
Cc1cc2c(cc1S(=O)(=O)N1CCc3ccccc31)NC(=O)CO2,-10%
Cc1cccc(NC(=S)NNC(=S)NC2CCCCC2)c1C,3%
COc1ccc(C(=O)CC2OC(=O)c3c2ccc(OC)c3OC)cc1 (configuration not stated),-8%[57.5 µM]
O=C(c1ccco1)N1N=C2CCCCCC2C1(O)C(F)(F)F (configuration not stated),-5%
Cc1cc(NC(=O)c2cc([N+](=O)[O-])cc([N+](=O)[O-])c2C)no1,0%
O=C(CSc1cc(Cl)ccc1Cl)NCC(=O)Nc1ccc(F)c(F)c1F,-2%
S=C(NNc1ccc2ccccc2c1)NC1CCCCC1,?
Cn1cnnc1SCc1ccccc1[N+](=O)[O-],1%[57.5 µM]
Cc1ccc[n+](CC2OCc3ccccc3CO2)c1,-3%
CCC(=O)OCCNc1cc(SCCC(=O)OC)c2nonc2c1[N+](=O)[O-],0%
CN(CCc1cnn(C)c1)Cc1nc(Cc2ccccc2)no1,1%
CCOC(=O)c1ccc(NC(=O)CC2SC3=NCCN3C2=O)cc1 (configuration not stated),8%[57.5 µM]
Cc1sc2ncnc(N=Nc3c(O)[nH]c4ccccc34)c2c1C,2%
COc1ccc(C2C(C(=O)C(C)(C)C)=C(O)C(=O)N2Cc2ccccc2)cc1 (configuration not stated),-5%
Nc1sc2c([n+]1CCCS(=O)(=O)[O-])CCCC2,12%
Cc1ccc(CNS(=O)(=O)NCc2ccccc2F)cc1,-5%
COc1ccc(C(=O)Nc2cnc3sc(C)nn3c2=O)cc1,-8%
O=C(Nc1ccc(Cl)cc1)OCc1ccccn1,0%
Cc1ccccc1Cn1c(C)cc(C)c(C#N)c1=O,38%
O=[N+]([O-])c1ccc(Cl)c(S(=O)(=O)NCC2CCCO2)c1 (configuration not stated),-5%
CC(C)(C)OC(=O)N1CCCN(C(=O)Nc2ccccc2)CC1,5%[57.5 µM]
Cc1cc(N2C(=O)C3C4C=CC(C4)C3C2=O)ccc1NC(=O)c1cccs1 (configuration not stated),2%
O=C(O)C1CC=CCC1C(=O)Nc1ccc2c(c1)OCCO2 (configuration not stated),-2%
CC(CN1CCCCC1)C(=O)NNC(=O)C12CC3CC(CC(C3)C1)C2 (configuration not stated),0%
S=C(Nc1ccc2nsnc2c1)N1CCCCCC1,-1%
O=C(/C=C/c1ccco1)Nc1ccccc1N1CCOCC1,-9%
COc1cccc(Nc2nc(N)nc(CCl)n2)c1,-11%[57.5 µM]
CC(=O)Nc1cccc(Oc2ccc([N+](=O)[O-])cc2Cl)c1,-5%
Cc1nc2sc(-c3ccccc3)nn2c(=O)c1Br,10%

# Compounds shown so far with a COOH group, in the order listed:
SMILES,ERK EGF inh
O=C(O)c1cc2c(N3CCC(Cc4ccccc4)CC3)ncnc2s1,4%
O=C(O)c1cc([N+](=O)[O-])ccc1NCc1ccccc1,-4%
O=C(O)CCCNC(=O)/C(=C\c1ccccc1F)NC(=O)c1ccccc1,29%
Cc1ccc(C(=O)Nc2ccc(C(=O)O)cc2)cc1S(=O)(=O)NCc1ccccc1,0%
O=C(O)C1CC=CCC1C(=O)Nc1ccc2c(c1)OCCO2 (configuration not stated),-2%

# Further records follow.
SMILES,ERK EGF inh
COc1ccc(CCNC(=O)/C=C/c2ccc(OC)c(S(=O)(=O)N3CCOCC3)c2)cc1,3%[57.5 µM]
Cc1sc2nc(CN3CCCCC3)nc(Nc3ccc4c(c3)OCCO4)c2c1C,0%
CSc1ccccc1C(=O)Nc1nc2ccccc2c(=O)[nH]1,3%
CCCc1c(C(=O)O)cnn1-c1ccc(Cl)cc1,9%[57.5 µM]
Cc1c(Cc2ccccc2)c(NCCCO)n2c(nc3ccccc32)c1C#N,3%[57.5 µM]
CC1(C)CC(=O)C=C(N2CCCC2)C1,6%
COC(=O)c1cc(C(=O)NCCC(C)C)cc([N+](=O)[O-])c1,0%[57.5 µM]
CCn1ncc(/C=C/C(=O)c2ccccc2)c1C,1%
O=C(N/N=C/c1cc(Cl)ccc1O)c1ccccc1Br,-1%[57.5 µM]
CCOC(=O)C(CCCCCCP(=O)(c1ccccc1)c1ccccc1)NC(C)=O (configuration not stated),0%[57.5 µM]
COc1ccc(-c2ccnc3nc(/N=C/N(C)C)nn23)cc1,3%
COc1ccccc1NC(=O)/C=C/c1ccc2c(c1)OCO2,2%
O=C(NCc1ccc2c(c1)OCO2)C1CCCN1S(=O)(=O)c1ccc(Cl)cc1 (configuration not stated),3%
Cc1ccc([N+](=O)[O-])cc1NC(=O)C[n+]1ccccc1,2%
COC(=O)c1ccc(OCCCCN2CC(C)OC(C)C2)cc1 (configuration not stated),9%[57.5 µM]
CCOC(=O)CNC(=O)CSc1nc2c(C)cccc2cc1CC,-1%
NS(=O)(=O)c1ccc(CCNC(=O)CSc2nc3ccsc3c(=O)n2CC(=O)O)cc1,7%
COC(=O)C(CC(=O)c1cccc(OC)c1)c1ccc(F)cc1 (configuration not stated),-2%
O=C(NCCCN=C1NS(=O)(=O)c2ccccc21)c1ccco1,-12%
CCOC(=O)C1(CCOc2ccccc2)CCN(Cc2ccc(CO)o2)CC1,-6%
COc1ccc2c3c1OC1CC(O)C=C[C@@]31CCN(C)C2 (some centres not stated),-3%
Cc1ccc(C(=O)n2nc(C#N)c(C#N)c2N)cc1,-2%[57.5 µM]
Cc1ccc(Nc2nc(/N=C/NO)n[nH]2)cc1C,13%
Cc1ccc(S(=O)(=O)Oc2ccc(/C=N/NC(=O)c3nn(C)cc3Cl)cc2)cc1,-3%
Cc1ccc(S(C)(=O)=NC(=O)NC(=O)c2c(F)cccc2Cl)cc1 (configuration not stated),-1%[57.5 µM]

# An excerpt from above in order of molecular weight, ascending.
SMILES,ERK EGF inh
CC1(C)CC(=O)C=C(N2CCCC2)C1,6%
COc1ccccc1NC(=O)/C=C/c1ccc2c(c1)OCO2,2%
COC(=O)C(CC(=O)c1cccc(OC)c1)c1ccc(F)cc1 (configuration not stated),-2%
Cc1sc2nc(CN3CCCCC3)nc(Nc3ccc4c(c3)OCCO4)c2c1C,0%
CCOC(=O)C(CCCCCCP(=O)(c1ccccc1)c1ccccc1)NC(C)=O (configuration not stated),0%[57.5 µM]
COc1ccc(CCNC(=O)/C=C/c2ccc(OC)c(S(=O)(=O)N3CCOCC3)c2)cc1,3%[57.5 µM]

# (listing goes on)
SMILES,ERK EGF inh
NC(=O)N/N=C/c1c(O)ccc2oc3c(c12)CCCC3,6%[57.5 µM]
Cc1cc(C(=O)N/N=C/c2cc(Br)ccc2OC(=O)c2ccc(Br)cc2)n[nH]1,1%
COc1ccccc1/C=N/Nc1nncc2ccccc12,10%
O=C(CCSCCc1ccccn1)Nc1c(F)c(F)c(F)c(F)c1F,3%
Cc1c(C#N)c(O)n(C)c(=O)c1N=Nc1ccc(S(N)(=O)=O)cc1,-2%
Cc1cc(C)c(NC(=O)COc2nncc3ccccc23)c(C)c1,-5%
CCOC(=O)C(=O)NC12CC3CC(CC(C3)C1)C2,-7%
CC1CCc2sc(C(=O)N/N=C/C3CCCCC3)cc2C1 (configuration not stated),5%
CC(=O)N/N=C(\C)c1ccc(Br)cc1Br,2%
COc1ccccc1-c1cc(N)n(S(=O)(=O)c2cccc3nsnc23)n1,?
Cc1cc(=O)n(Cc2ccc(OC(C)C)cc2)c(=S)[nH]1,17%
C=CCn1c(SCC(=O)N2CCc3ccccc3C2)nc2sc(C)c(C)c2c1=O,1%
CC(C)(C)C1=C(C#N)C(c2cccnc2)C(C#N)=C(N)O1 (configuration not stated),6%
O=C(NCC(=O)N(Cc1cccs1)C(C(=O)NC1CCCCC1)c1ccncc1)c1ccco1 (configuration not stated),0%
COc1ccc(C2C3=C(CC(C)(C)CC3=O)Nc3c2c(=O)n(C)c(=O)n3C)cc1OC (configuration not stated),-1%
COc1ccc(C(=O)C(C)[n+]2ccc(-c3nnc4n3CCCCC4)cc2)cc1 (configuration not stated),2%[57.5 µM]
COc1ccc(Nc2nc(=O)c3cc([N+](=O)[O-])ccc3s2)cc1,-1%[57.5 µM]
Cc1oc(-c2cccc(Cl)c2)nc1CN1CCC(C(=O)N2CCN(c3ccccc3F)CC2)CC1,?
CCN(CC)CCCNC(=O)C1c2ccccc2Oc2ccccc21,2%[57.5 µM]
Fc1ccccc1Cc1noc(CN2CCN(c3ccc(Cl)cn3)CC2)n1,-3%
CCCCC1=CC2=CC(=O)C(C)(OC(=O)c3ccc(Cl)nc3)C(=O)C2=CO1 (configuration not stated),0%
CN1CCN(C(=S)NC(=O)/C=C/c2ccccc2Cl)CC1,-4%
CCOC(=O)CSc1nnc(-c2cc(OC)c(OC)c(OC)c2)o1,-5%
CC(=O)c1cccc(NC(=O)C2CCN(C(=O)c3ccc([N+](=O)[O-])cc3)CC2)c1,12%
COc1ccc(C(c2c(N)[nH]c(=S)[nH]c2=O)c2c(N)[nH]c(=S)[nH]c2=O)cc1,-3%[57.5 µM]
# Other structures follow.
SMILES,ERK EGF inh
Cc1cc(Cl)ccc1NC(=O)CCC(=O)N/N=C/c1cc([N+](=O)[O-])ccc1O,3%
CN1CCc2cc3c(cc2[C@@H]1[C@@H]1C(=O)Oc2c1ccc1c2OCO1)OCO3,-5%
COc1ccccc1C1=NOC(Cn2c(NCCOCCO)nc3c2c(=O)n(C)c(=O)n3C)C1 (configuration not stated),?
Cc1cc(S(=O)(=O)NCc2cccs2)ccc1-n1cnnn1,-2%
Cc1cccc(CNc2nc(-c3ccoc3)nc3ccccc23)c1,23%
CCOC(=O)C1=C[C@@]2(CC)CCCN3CCc4c(n1c1ccccc41)[C@H]32,-2%
CN(CCCNC(=O)Cn1cccc1C(=O)c1ccccc1)C1CCCCC1,7%[57.5 µM]
COC(=O)N[C@@H](c1cccc(C)c1)C(C(C)=O)C(=O)OC (some centres not stated),-1%
COc1cccc(/C=C/C(=O)NCCc2ccc3c(c2)OCCO3)c1,14%
O=C(c1csnn1)N1CCC[C@@]2(CCN(c3cccc(-c4ccccc4)c3)C2)C1,-4%
COC(=O)c1ccc2c(=O)[nH]c(CSc3nc(-c4ccc(F)cc4)cs3)nc2c1,2%
Cc1occc1C(=O)N=Nc1c(O)n(C)c2ccccc12,-13%
CCNC(=S)N/N=C/c1cn(Cc2ccc(F)cc2)c2ccccc12,-1%
CCOC(=O)N1CCN(C(=O)c2cc(COc3ccc4ncccc4c3)on2)CC1,4%
Cc1[nH]c(=S)c(C#N)c(-c2ccccc2)c1C(=O)Nc1ccccc1,-2%[57.5 µM]
O=C(COC(=O)Cc1ccsc1)NCc1ccc(Cl)cc1,1%
O=[N+]([O-])c1ccc(Sc2cccc3cccnc23)c2cccnc12,?
O=C(CN1C(=O)C2CCc3[nH]c4ccccc4c3C2C1=O)N1CCCC1 (configuration not stated),-1%[57.5 µM]
COc1ccc(C2CC(c3cccs3)=NN2C(=O)CSc2nc3ccccc3o2)cc1 (configuration not stated),22%
Cc1ccccc1OCc1n(CC(=O)OC2CC(C)CCC2C(C)C)c2ccccc2[n+]1C (configuration not stated),?
